# Source: PubChem (NMMLSC)
# VLA-4 inh – inhibition in human VLA-4 binding assay, primary screen, VLA-4 allosteric modulator project, MLPCN library, flow cytometry, VLA-4 expressing cells; Integrin alpha-4 (Homo sapiens), P13612; ligand binding flow cytometry; inhibition, % (about 7 µM as worked out from the volumes in the protocol); 330,000 tested, 0.2% active; AID 2557, 2010; in the data active = inhibition above about 50%
# Yeast superoxide – reduction of superoxide in aged yeast, primary screen, HTS. S. cerevisiae aged cells, superoxide DHE fluorescence; active compounds read low. superoxide response (% of plate mean), % at 10 µM. 330,000 tested, 0.18% active;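 active = superoxide response under a set limit, about three screen SD below normal, cut at about 65% in these data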;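 note: yeast aged for seven days with compound at 30 °C before DHE staining; 100% = average MFI of all compound-treated wells on the plate with controls excluded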
# MEP2-GFP yeast – modulators of MEP2-GFP levels in yeast, primary screen, S. cerevisiae, multiplex flow cytometry, MLPCN library | S. cerevisiae MEP2-GFP strain, 3 h; 100% = DMSO control level | GFP response vs DMSO, % at 10 µM | 330,000 tested, 0.51% active;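 active = GFP response versus DMSO above a set limit, roughly screen mean plus 3 SD, cut at about 180% in these data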;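 note: median GFP fluorescence of the barcode-gated MEP2-GFP cells per well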
# GRK2 inh – compounds blocking aptamer binding on GRK2 – biochemical, human GRK2, bead flow cytometry, HTS, primary screen. FAM-aptamer displacement from GRK2. inhibition of aptamer binding, % at 10 µM. 330,000 tested, 0.59% active. AID 488847, 2010;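 active = inhibition of aptamer binding above 40%, roughly 3 SD of noise, on plates passing a quality check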;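 note: median bead fluorescence of bound FAM aptamer so fluorescent compounds give negative values; no value below 0 was filed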
# Target sequence (P25098 whole entry, looked up): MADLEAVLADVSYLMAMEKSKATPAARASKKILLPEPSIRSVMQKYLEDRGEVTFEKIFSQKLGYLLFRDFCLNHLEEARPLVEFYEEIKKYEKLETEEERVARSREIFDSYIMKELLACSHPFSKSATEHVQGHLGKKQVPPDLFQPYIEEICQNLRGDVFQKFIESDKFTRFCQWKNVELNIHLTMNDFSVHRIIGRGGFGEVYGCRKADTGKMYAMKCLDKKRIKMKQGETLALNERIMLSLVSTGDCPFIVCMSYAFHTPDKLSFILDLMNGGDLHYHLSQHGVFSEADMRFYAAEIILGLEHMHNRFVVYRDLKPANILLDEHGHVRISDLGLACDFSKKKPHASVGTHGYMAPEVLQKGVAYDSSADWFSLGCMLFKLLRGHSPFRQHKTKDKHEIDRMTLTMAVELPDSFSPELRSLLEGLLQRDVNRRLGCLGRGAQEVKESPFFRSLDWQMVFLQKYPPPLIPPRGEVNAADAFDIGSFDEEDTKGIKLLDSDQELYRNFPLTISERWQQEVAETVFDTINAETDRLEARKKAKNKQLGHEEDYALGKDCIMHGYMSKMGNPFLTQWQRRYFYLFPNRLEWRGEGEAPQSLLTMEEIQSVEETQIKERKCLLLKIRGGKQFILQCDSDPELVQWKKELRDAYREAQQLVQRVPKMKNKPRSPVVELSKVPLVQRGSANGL
# AGP1-GFP MLPCN – modulators of AGP1-GFP expression in yeast TOR pathway, primary screen, cell-based, multiplex flow cytometry, S. cerevisiae, MLPCN library | AID 2066, 2009 | GFP response vs DMSO, % at 10 µM | 3 h; GFP as percent of DMSO wells | 320,000 tested, 0.02% active;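 active = GFP response relative to DMSO above a set limit, near screen average plus 3 SD, cut at about 150% in these data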;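 note: median GFP channel fluorescence of the gated AGP1 strain per well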
# LAP4 TOR yeast – modulators of LAP4-GFP expression in yeast, primary screen, S. cerevisiae, multiplex flow cytometry, MLPCN library. AID 2023, 2009. 3 h; median GFP as percent of DMSO wells. GFP response vs DMSO, % at 10 µM. 320,000 tested, 0.34% active;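 active = GFP response vs DMSO above a set limit, about the screen mean plus 3 SD, cut at about 150% in these data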
# RPL19A TOR yeast – RPL19A-GFP expression modulators in yeast, primary screen, cell-based, S. cerevisiae, multiplex flow cytometry, MLPCN. S. cerevisiae RPL19A-GFP strain, 3 h; active compounds read low. percent response vs DMSO, % at 10 µM. 330,000 tested, 0.3% active. AID 2025, 2009;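 active = percent response vs DMSO below 50%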;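 note: median channel GFP fluorescence of the barcoded RPL19A-GFP strain; ratio of sample median GFP to plate DMSO average so 100% = DMSO; lower means less RPL19A-GFP as with rapamycin TOR inhibition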
# CIT2-GFP yeast – modulators of CIT2-GFP expression in yeast, primary screen, S. cerevisiae, GFP fusion, multiplex flow cytometry, MLPCN library; 320,000 tested, 0.065% active; AID 2029, 2009; S. cerevisiae CIT2-GFP strain, 3 h; 100 means same as DMSO wells; GFP response vs DMSO, % at 10 µM;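 active = GFP response relative to DMSO above a set limit, near the screen mean plus 3 SD, cut at about 150% in these data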;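 note: ratio of well median GFP fluorescence to mean of DMSO wells on the plate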
# An asterisk follows results filed as active; . = not tested or not shown.
mol	RPL19A TOR yeast	GRK2 inh	Yeast superoxide	CIT2-GFP yeast	VLA-4 inh	MEP2-GFP yeast	LAP4 TOR yeast	AGP1-GFP MLPCN
COc1ccc(CCNC(=O)c2ccc(SC)cc2OC)cc1	93	0	96	.	-1	97	98	90
COc1ccc2[nH]cc(CCNC(=O)c3ccc4ccccc4n3)c2c1	100	0	88	100	6	105	99	95
Cc1cccc(C)c1NC(=O)CN(C)C(=O)c1ccccc1C(=O)N(C)Cc1ccccc1	101	3	98	90	6	103	83	100
COc1ccc(NC(=O)c2ccc3c(c2)C(=O)N(CC2CCCO2)C3=O)cc1O (stereo unspecified)	99	2	108	105	-14	100	101	101
Nc1nc(COC(=O)C2CC(=O)N(Cc3ccccc3)C2)nc(Nc2ccccc2)n1 (stereo unspecified)	102	0	103	99	4	96	106	100
O=C(Nc1cccc(O)c1)c1ccc(C(=O)c2ccccc2)o1	111	0	105	102	12	107	98	106
O=c1c(C(c2ccc(F)cc2)c2c(O)nc3n(c2=O)CCS3)c(O)nc2n1CCS2	93	3	99	110	-1	89	98	113
COc1cc(/C=C(\NC(=O)c2cc(OC)c(OC)c(OC)c2)C(=O)NC(C(=O)O)c2ccccc2)cc(OC)c1OC (stereo unspecified)	103	2	89	.	-13	94	80	96
CCCN1CCN(CCCNC(=O)c2cc3c(=O)oc4ccc(C)cc4c3s2)CC1	104	1	94	109	14	112	104	109
CN=C1NN=C(c2cc(C)n(-c3c(C)n(C)n(-c4ccccc4)c3=O)c2C)CS1	106	0	86	99	-3	104	93	103
Cn1nnnc1SCC(=O)Nc1ccccn1	95	2	109	103	3	112	106	103
CN1C(=O)C(N=Nc2ccccc2C(=O)O)N(C)C1=S (stereo unspecified)	104	1	127	102	0	101	110	97
CCCN(CCC)CCNC(=O)CN1C(=O)COc2ccc(S(=O)(=O)N3CCOCC3)cc21	105	3	105	118	-3	105	91	109
CCOc1ccccc1NC(=O)CSc1nc2nc(-c3cccs3)cc(C(F)(F)F)c2c(=O)[nH]1	96	0	97	92	4	96	92	107
CCCCC(=O)N1CCCC(c2nc3c(nnn3Cc3cc(C)ccc3C)c(=O)[nH]2)C1 (stereo unspecified)	101	1	98	105	-4	85	101	102
FC(F)(F)c1cc(-c2ccco2)nc(-n2nnc3ccccc32)n1	102	3	86	95	1	99	97	105
O=C(Nc1ccc(SC(F)(F)F)cc1)c1ccccn1	101	4	98	105	14	104	127	109
COc1ccc(CNc2nc3c(c(=O)[nH]c(=O)n3C)n2Cc2ccccc2)cc1	121	1	92	107	12	119	100	105
Cc1csc(N(C(=O)Cc2ccccc2F)c2ccccc2)n1	101	0	104	101	8	102	104	103
CC1=C(C(=O)Nc2ccccc2C(=O)NC2CCCCC2)SCCO1	98	1	113	94	8	100	106	102
O=C(CN1C(=O)CCSc2ccc(S(=O)(=O)N3CCOCC3)cc21)Nc1ccccc1Cl	97	13	115	107	2	99	93	100
CC1CCCCN1S(=O)(=O)c1cccc2cccnc12 (stereo unspecified)	102	2	97	111	-6	111	102	107
O=C(CNc1ccccc1)N/N=C/c1c(O)ccc2ccccc12	99	0	109	98	50*	90	95	100
Cc1ccc(S(=O)(=O)N(CC(=O)Nc2cccc(N(C)S(C)(=O)=O)c2)c2ccc(Cl)c(Cl)c2)cc1	95	2	108	92	-9	100	93	97
NS(=O)(=O)c1ccc(CCNC(=O)c2ccc(Cl)c(S(=O)(=O)NCc3ccco3)c2)cc1	102	0	78	111	3	103	94	99

# Entries above printed as active in VLA-4 inh.
SMILES	RPL19A TOR yeast	GRK2 inh	CIT2-GFP yeast	VLA-4 inh	MEP2-GFP yeast	LAP4 TOR yeast	AGP1-GFP MLPCN
O=C(CNc1ccccc1)N/N=C/c1c(O)ccc2ccccc12	99	0	98	50*	90	95	100

# (listing goes on)
mol	RPL19A TOR yeast	GRK2 inh	Yeast superoxide	CIT2-GFP yeast	VLA-4 inh	MEP2-GFP yeast	LAP4 TOR yeast	AGP1-GFP MLPCN
C=CCNC(=O)/C=C/c1ccc(C(C)C)cc1	99	0	103	92	5	98	100	93
O=C(Cc1ccccc1)Nc1cccc(NC(=O)c2ccccc2)c1	108	1	111	110	6	117	99	101
CCOC(=O)C1CN(S(=O)(=O)c2ccccc2)CCN1S(=O)(=O)c1ccccc1 (stereo unspecified)	103	0	85	108	-1	99	106	108
CCS(=O)(=O)c1ccc2oc(SCC(=O)c3c(N)n(C4CC4)c(=O)[nH]c3=O)nc2c1	98	3	104	102	0	112	97	105
CCOC(=O)c1ccc(NC(=S)N(CCN2CCCCCC2)Cc2cccs2)cc1	97	0	104	102	0	99	91	95
CCOc1ccc(C(=O)C(C)OC(=O)Cn2c(C)csc2=O)cc1 (stereo unspecified)	107	0	81	95	5	98	126	109
CCN(CC)CC(=O)NCC1(c2ccccc2)CCOCC1	104	0	85	97	-87	103	104	109
O=[N+]([O-])c1ccc(NC(=S)N2CCN(S(=O)(=O)c3ccccc3)CC2)cc1	114	0	112	103	-6	109	74	98
CC(CN1CCOCC1)OC(=O)C(c1ccccc1)c1ccccc1 (stereo unspecified)	95	3	97	92	9	89	92	.
CN1CCN(C(=O)c2cccc(COc3cc(Cl)ccc3Cl)c2)CC1	101	2	117	100	12	108	103	103
COc1ccc(Cl)cc1C(=O)NCC(C)C	96	2	91	99	15	103	101	101
COc1cccc(C(=O)Nc2ccc(S(=O)(=O)Nc3onc(C)c3C)cc2)c1	97	3	104	97	10	98	100	98
O=C(O)c1cccc(Sc2ccc(Br)cc2C(=O)O)c1	95	0	91	91	0	87	86	90
Cc1ccc(CC(=O)NCCCn2ccnc2)cc1	100	4	93	101	-4	105	101	104
COc1ccccc1OCCOc1ccc(/C=N/n2cnnc2)cc1	91	0	88	94	4	96	99	90
COC(=O)c1sc(N2C(=O)C(O)=C(C(=O)c3ccc(C)o3)C2c2ccc(OC)c(OC)c2)nc1C (stereo unspecified)	109	2	89	101	2	97	69	87
O=C(Nc1ccc([N+](=O)[O-])cc1)c1cc2ccccc2nc1Cl	110	4	97	111	3	103	79	95
Cc1nnc(SCc2ccc(C(=O)Nc3cc(Cl)ccc3C)cc2)s1	93	0	108	88	12	93	115	108
O=S(=O)(c1cccs1)N1CCN(Cc2nc3ccccc3s2)CC1	104	2	96	99	-5	98	101	103
CC(C)Nc1nc(NC(C)C)nc(N(C)N)n1	99	4	117	98	6	97	93	99
Nc1ccc2c(c1)COc1ccccc1O2	97	0	117	91	.	108	109	94
Cn1c(NC(=O)c2ccc(Cl)cc2Cl)cc(=O)n(C)c1=O	103	1	92	106	-1	102	102	104
O=C(NC(c1ccccc1)c1ccccc1)C1CCCO1 (stereo unspecified)	103	0	102	98	4	95	92	92
Cc1cc(C)c(OCC(=O)NCC2CCCO2)c(C)c1 (stereo unspecified)	95	3	97	92	5	99	90	88
COC(=O)C1=C(C)N(C)C(=O)NC1c1ccc(C)cc1 (stereo unspecified)	95	2	96	106	4	102	98	101

# The list continues:
mol	RPL19A TOR yeast	GRK2 inh	Yeast superoxide	CIT2-GFP yeast	VLA-4 inh	MEP2-GFP yeast	LAP4 TOR yeast	AGP1-GFP MLPCN
Cc1ccc(N2C(=O)N(CC(=O)Nc3ccc([N+](=O)[O-])cc3)C(=O)C2C)cc1 (stereo unspecified)	75	100*	113	99	6	97	84	90
COc1ccc(C(=O)Nc2ccccc2C(=O)N/N=C/c2ccc(O)c(OC)c2)cc1	105	1	104	113	5	109	84	107
COc1ccc(N(C)S(=O)(=O)c2ccc(C)cc2)c([N+](=O)[O-])c1	95	0	91	100	1	97	106	106
Cc1csc(NC(=O)c2cc(C)nc3ccccc23)n1	101	4	105	94	5	102	107	101
O=C(COC(=O)C1CCCCC1)Nc1cccc(Br)c1	96	0	108	97	-20	97	98	96
NC(=O)CSc1nnc(CSc2ncccn2)n1-c1ccccc1	104	0	87	105	6	106	101	102
COC(=O)CC/C(=N/Nc1ccc(Cl)c(Cl)c1)C(=O)OC	90	2	106	86	3	88	79	88
COCCNC(=O)/C(C#N)=C/C=C/c1ccccc1[N+](=O)[O-]	98	2	105	100	10	105	107	102
Cc1ccc(S(=O)(=O)N2CCOCC2)cc1C(=O)N1CCN(S(=O)(=O)c2cccc(F)c2)CC1	94	2	117	85	-8	94	92	93
Oc1ccc(Br)cc1-c1cc(-c2ccc(Cl)cc2)n[nH]1	94	0	127	109	-1	114	112	103
O=[N+]([O-])c1ccc(NC(=S)N2CCN(c3ccc(F)cc3)CC2)cc1	98	1	110	98	16	101	95	102
COc1ccc(/C=C(/C#N)c2cccnc2)cc1OC	99	1	94	84	-6	95	107	82
CCCCOc1ccc(/C(O)=C2/C(=O)C(=O)N(CCCOC)C2c2ccncc2)cc1 (stereo unspecified)	98	1	97	102	-4	109	97	103
COCc1[nH]nc2c1C(c1ccccc1OC)C(C#N)=C(N)O2 (stereo unspecified)	100	0	77	98	18	96	97	107
COc1ccc(-n2nnnc2SCC(=O)N2CCCC2=O)cc1	98	0	86	99	3	104	92	100
Cc1sc2ncnc(N)c2c1C	100	6	97	97	7	92	95	106
CCOP(=O)(OCC)/C(C#N)=C/c1ccc(-c2ccc(F)cc2F)o1	102	0	127	102	13	99	96	96
CNC(=S)N/N=C/c1ccc2c(c1)OCCO2	105	0	84	101	3	103	97	102
C=CCn1c(SCC(=O)NC2CCCC2)nnc1-c1ccncc1	104	0	93	107	-4	101	96	104
CC(C)(C)c1ccc(-c2nc(NCc3cccnc3)c3ccccc3n2)cc1	104	1	85	99	-4	97	84	98
COC(=O)CCP(=O)(O)Cc1ccccc1CP(=O)(O)CCC(=O)OC	94	4	121	96	-13	103	92	93
O=c1oc(-c2ccc([N+](=O)[O-])cc2)nc2ccc(O)cc12	93	0	79	84	6	86	97	83
COCCNC(=O)CN1C(=O)/C(=C/c2ccccc2)Oc2ccc(C(C)(C)C)cc21	103	1	110	99	6	107	94	99
CC(C)CCN(C(=O)c1ccc(N2CCCC2=O)cc1)c1c(N)n(Cc2ccccc2)c(=O)[nH]c1=O	95	0	111	95	15	97	109	108
O=C(CCN1C(=O)c2cccnc2C1=O)NC1CCCCCC1	95	0	129	93	4	102	103	98

# Compound profiles (already shown). Order of screens: RPL19A TOR yeast, GRK2 inh, Yeast superoxide, CIT2-GFP yeast, VLA-4 inh, MEP2-GFP yeast, LAP4 TOR yeast, AGP1-GFP MLPCN
# COc1ccc(C(=O)Nc2ccccc2C(=O)N/N=C/c2ccc(O)c(OC)c2)cc1 is listed as 105, 1, 104, 113, 5, 109, 84, 107
# CCOP(=O)(OCC)/C(C#N)=C/c1ccc(-c2ccc(F)cc2F)o1 is listed as 102, 0, 127, 102, 13, 99, 96, 96

# Later entries:
mol	RPL19A TOR yeast	GRK2 inh	Yeast superoxide	CIT2-GFP yeast	VLA-4 inh	MEP2-GFP yeast	LAP4 TOR yeast	AGP1-GFP MLPCN
COc1ccc(NC(=O)C2CC(=O)N(CCc3ccc(Cl)cc3)C2)cc1 (stereo unspecified)	96	3	108	140	-15	107	107	117
O=C(NCCc1ccc(Cl)cc1)C1CCN(S(=O)(=O)c2ccc(Br)s2)CC1	99	3	100	99	8	97	104	101
CC(C)Cc1nnc(NC(=O)CCC(=O)N2CCN(Cc3ccc(F)cc3)CC2)s1	104	0	93	103	-6	103	107	103
C/C(=C\C(=O)c1ccc(C)o1)Nc1ccc2c(c1)OCO2	97	0	117	96	-4	95	97	99
CC(C)[C@H](NC(=O)c1ccco1)C(=O)OCC(=O)N1CCc2ccccc21	92	0	108	95	9	102	.	91
O=c1[nH][nH]c(-c2ccccc2O)c1C(C[N+](=O)[O-])c1ccc(Br)cc1 (stereo unspecified)	104	0	118	99	4	101	94	100
